KB-V1 cytotox = kills drug-selected multidrug resistant KB-V1 cells | KB-V1 MDR cells viability, CellTiter-Glo, 72 h | Potency, µM (highest dose often 46.1 µM), inactives show at the highest dose activity change, negative = cytotoxicity, usual class: cytotoxic | 400,000 compounds, 3.4% hits; further: on the % scale 0 is the no-effect control and ±100 the full control effect; nearly all actives have a fitted effect of over 60% in size
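Drug-selected KB-V1 cells, grown in DMEM lacking phenol red with 10% FBS, receive compound titrations; after three days at 37 degrees C, surviving cell ATP is quantified by CellTiter-Glo luminescence and responses normalized and curve-fitted.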
GLP-1R agonist = agonists of human GLP-1 receptor; P43220; HEK293 GLP-1R CRE-luciferase, luminescence, 4-6 h; cells express a hypersensitive GLP-1R form; Potency, µM (doses to about 45.6 µM), without a hit: top-dose activation, hits mostly activators; 380,000 compounds, 0.007% hits; further: % of control where 0% means no effect
Target sequence (P43220 whole entry, looked up): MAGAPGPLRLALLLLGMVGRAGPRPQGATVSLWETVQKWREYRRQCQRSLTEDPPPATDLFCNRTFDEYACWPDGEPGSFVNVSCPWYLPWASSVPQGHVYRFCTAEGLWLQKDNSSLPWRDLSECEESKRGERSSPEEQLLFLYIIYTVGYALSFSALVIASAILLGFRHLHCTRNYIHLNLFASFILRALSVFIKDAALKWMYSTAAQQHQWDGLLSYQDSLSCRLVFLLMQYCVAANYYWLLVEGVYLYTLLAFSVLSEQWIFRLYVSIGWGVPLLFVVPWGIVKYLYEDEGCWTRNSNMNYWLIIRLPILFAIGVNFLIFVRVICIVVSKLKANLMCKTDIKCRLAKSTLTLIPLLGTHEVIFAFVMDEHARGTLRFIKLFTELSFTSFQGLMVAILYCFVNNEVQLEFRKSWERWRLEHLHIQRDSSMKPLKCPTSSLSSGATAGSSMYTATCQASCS
KB-3-1 cytotox = KB-3-1 parental cell cytotoxicity | KB-3-1 viability, CellTiter-Glo ATP luminescence, 72 h | Potency, µM (doses to about 46.1 µM), for the others: top-dose activity change, negative = cytotoxic, hits mostly cytotoxic | 400,000 compounds, 1.4% hits | AID 1347075; further: on the % scale 0 is the no-effect control and ±100 the full control effect; nearly all actives have a fitted effect of over 60% in size
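Cytotoxicity in the drug-sensitive parental line KB-3-1 was scored as loss of CellTiter-Glo luminescence following 72 h incubation with compound. Values come from curve fitting of normalized concentration-response data.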
HT1080NT lethal = kills 2HG-producing HT-1080-NT fibrosarcoma cells; Potency, µM (titrated, usually from 46.1 µM), for the others: top-dose activity, negative = less viability, usual class: cytotoxic; AID 686970; 360,000 compounds, 1.6% hits; HT-1080-NT fibrosarcoma viability, CellTiter-Glo ATP luminescence, 48 h;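 further: NT is the 2HG producing partner of a matched IDH1 knockdown line; 0% = DMSO-treated cells and -100% = media-only wells without cells; nearly all actives have a fitted effect of over 55% in size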
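Fibrosarcoma NT cells, 750 per well in 5% FBS RPMI, were exposed to compound for 48 hours. Viability: CellTiter-Glo luminescence.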
GLP1R cytotox = cytotoxicity in counter-screen for GLP-1R inverse agonists; 410,000 compounds, 0.13% hits; AID 624418; HEK293 cAMP-luciferase reporter cells, luminescence, 24 h; Potency, µM (series often up to 38.3 µM), without a hit: at the highest dose activity change, negative = inhibition, hits mostly inhibitors;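 further: loss of luciferase light is scored as toxicity; on the % scale 0 is the no-effect control and ±100 the full control effect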
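Step one: seed cells (200 cells/uL, DMEM with 10% Nu serum, 1% pen-strep). Step two: 12-hour incubation at 37 deg C. Step three: pin 23 nL compound, incubate 24 hr. Step four: add luciferase reagent, read luminescence 12 min later.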
TDP43 rescue = rescues yeast growth from TDP-43 toxicity. AID 652104. Potency, µM (top dose mostly 46.1 µM), for inactives: at the top dose growth rescue (activation), actives largely listed as activators. TDP-43 expressing yeast growth rescue, BacTiter-Glo, 24 h. 410,000 compounds, 1.8% hits; further: % of control where 0% means no effect; nearly all actives have a fitted effect of over 50% in size
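Growth rescue of TDP-43-toxic yeast measured as ATP luminescence (BacTiter-Glo). Cells grown to mid-log in raffinose, induced in galactose at OD600=0.02, exposed to compound 24 hr at 30 deg C.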
HT1080 IDH1KD tx = HT-1080 IDH1 knockdown cell toxicity (counter line); HT-1080 IDH1 knockdown viability, ATP luminescence, 48 h; Potency, µM (top dose mostly 46.1 µM), without a hit: at the highest dose activity, negative = toxicity, hits mostly cytotoxic; 360,000 compounds, 2% hits; AID 686971;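 further: 0% = DMSO wells and -100% = cell-free medium wells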
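CellTiter-Glo luminescence after 48 h compound exposure at 37 degrees C of IDH1-knockdown HT-1080 cells in 5% FBS RPMI. %Activity scaled between DMSO wells and cell-free media wells, with curves fitted and assigned curve classes.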
GLP1R inv ag = acts as inverse agonist at human GLP-1 receptor. P43220. HEK293 GLP-1R CRE-luciferase, luminescence, 24 h; GLP-1R form is constitutively active. Potency, µM (titrated, usually from 38.3 µM), for the others: at the highest dose activity change, negative = inhibition, actives largely listed as inhibitors. 410,000 compounds, 1.6% hits; further: on the % scale 0 is the no-effect control and ±100 the full control effect; nearly all actives have a fitted effect of over 55% in size
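Assay principle: reduced luminescence from a cAMP-responsive reporter in HEK293 cells co-expressing a constitutively active GLP-1R. Conditions: 24 hr compound incubation, 37 deg C, 5% CO2.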
SW480 rerep = inducers of DNA re-replication in SW480 colon cancer cells; AID 624297; SW480 DNA re-replication, Hoechst DNA content imaging, 48 h; Potency, µM (top dose mostly 46.1 µM), without a hit: at the highest dose re-replication activation, most hits filed as activators; 340,000 compounds, 1.8% hits; further: % of control where 0% means no effect; nearly all actives have a fitted effect of over 55% in size
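Image-based read-out: total Hoechst fluorescence of nuclei (405 nm excitation, 500-530 nm emission), with hits raising the fraction of high-intensity nuclei. SW480 colon cells incubated 48 hr with compounds at 37 C.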
* marks the source's active call; other numbers are inactive results; u = inconclusive; x = not tested or not shown; & = joins results of further samples; [ ] = another dose, or the depositor's remark. The call rests on the fitted dose curve; in most records, active means well fitted curve in the direction sought with a large enough effect; inconclusive means small, poorly fitted or top-dose-only effect, or another doubt; inactive means no such curve, though single readings can be large; an effect the other way counts as inactive or inconclusive. Potency means the concentration at half of the fitted maximal effect.

Molecule,KB-V1 cytotox,GLP-1R agonist,KB-3-1 cytotox,HT1080NT lethal,GLP1R cytotox,TDP43 rescue,HT1080 IDH1KD tx,GLP1R inv ag,SW480 rerep
CCOC(=O)C(=NC(C)CC)NNc1ccc(Br)cc1 (stereo not given),-3%,16%,-2%,16µM*,-11%,-15%[0.397 µM],u,2.5µM*,4%
Cc1cc(C)nc(N2CCCC(C(=O)NC(C)CCc3ccco3)C2)n1 (stereo not given),10µM*,6%,-18%,-4%,12%,-3%,12%,3%,0%
Cc1ccc(C)c(CC(=O)N2CCCC(c3cc(C(=O)NCc4ccccc4)no3)C2)c1 (stereo not given),4%,1%,0%,2%,-16%,u,0%,-12%,x
Cc1nc(Nc2ccc(S(=O)(=O)N3CCCC3)cc2)c2nnn(Cc3ccccc3)c2n1,-20%,5%,-14%,u,-23%,-11%,-29%,-23%,-5%
Cc1cccc(NC(=O)c2ccc(F)c(S(=O)(=O)N3CCC4(CC3)OCCO4)c2)c1,7%,-6%,0%,-19%,-4%&-4%,u,-16%,-24%&-24%,u
CCOc1ccccc1CN1CCN(C2CCOCC2)CC1CCO (stereo not given),10%,-3%,-7%,2%,-7%,x,5%,-4%,7%[1.84 µM]
CCN(CC)CCn1c(SCC(=O)Nc2ccc3c(c2)CCC3)nc2ccccc2c1=O,u,-2%,-28%,u,12%,11%,u,14%,u
Cc1nnc(NCCN2CCOCC2)[nH]c1=O,3%,-22%,-1%,-3%,11%,-2%,0%,8%,-1%
CN(C)c1ccc(C(C#N)c2ccc(Cl)cc2)nn1 (stereo not given),2%,7%,9%,0%,-4%,-3%[9.22 µM],4%,3%,-6%
Cn1c(=O)c2c(nc(CN3CCc4ccccc4C3)n2CCCO)n(C)c1=O,u,9%,2%,3%,16%,-19%,1%,17%,0%
C(=N\N1CCOCC1)/c1nc(-c2ccccc2)n2ccccc12,2%,9%,17%,13%,-2%,19%,4%,20%,-8%
Nc1nc2n(n1)C(=O)CC(c1ccccc1[N+](=O)[O-])N2 (stereo not given),u,-1%,0%,2%,6%,9%,6%,1%,0%
O=C(CSc1ccc2nnc(-c3cccnc3)n2n1)NCC1CCCO1 (stereo not given),5%,0%,2%,13%,-13%,23%,7%,1%,-8%
Cc1cccc(C2c3[nH]c4ccccc4c3CCN2C(=O)Cc2n[nH]c(C)n2)n1 (stereo not given),2%,15%,-2%,-1%,-8%,-6%[9.22 µM],0%,-24%,-11%
O=S(=O)(NC1CCCC1)c1ccc(S(=O)(=O)N2CCCN(Cc3ccccc3)C2)cc1,u,-9%,-23%,1%[9.24 µM],-2%,-18%,u,u,u
COc1ccc(S(=O)(=O)Nc2ccc(S(=O)(=O)Nc3cc(C)nc(C)n3)cc2)cc1OC,10%,-3%,2%,23%,2%,0%,25%,15%,1%
CC(OC(=O)c1ccc(Br)o1)C(=O)NCC1CCCCC1 (stereo not given),0%,0%,5%,-2%,8%,7%,-1%,14%,-3%
COC(=O)c1ccc(COC(=O)C2CCN(S(=O)(=O)c3ccccc3C(=O)OC)CC2)cc1,-13%,-3%,0%,-6%,-11%,u,-9%,14%,-3%
CCOc1ccc(C(=O)NC(C)(C)CC)cc1,u,16%,u,5%,3%,-3%,9%,1%,-1%
Cc1ccc(NC(=O)/C(C#N)=C\c2ccc(Cl)cc2Cl)cc1C,13%,x,-13%,x,16%,3%,x,-22%,x
Cc1cc(C(F)(F)F)n2nc(-c3cnn(C)c3C(F)(F)F)cc2n1,0%,16%,2%,7%,-4%,u,5%,3%,-1%
O=C(c1ccccc1)N1CCN(C(=O)c2cccnc2)CC1,-17%,-3%,-15%,-7%,4%,2%,-4%,-7%,1%
Cc1ccc(C(=O)Oc2ccc(N3C(=O)CCC3=O)c(C)c2)cc1,-14%,15%,-11%,-1%,0%,-10%[0.397 µM],-1%,27%,u
Cc1ccc[n+](CC(=O)c2ccc(Br)cc2)c1,-2%,-2%,17%,-11%,8%,3%,-1%,1%,u

The listing continues.
Letter code – A = KB-V1 cytotox; B = GLP-1R agonist; C = KB-3-1 cytotox; D = HT1080NT lethal; E = GLP1R cytotox; F = TDP43 rescue; G = HT1080 IDH1KD tx; H = GLP1R inv ag; I = SW480 rerep
Structure: O=C(NC1CC1)C1=C[C@@H](c2ccccc2)C[C@@H](OCCCCO)O1
  A = 0%	B = 1%	C = 0%	D = 3%	E = -6%	F = 11%	G = 4%	H = 21%	I = u
Structure: Cc1cccc(C)c1N1C(=O)c2ccccc2NC(=O)C1C(=O)NCCc1ccccc1F (stereo not given)
  A = -8%	B = x	C = -4%	D = 7%	E = -7%	F = -1%	G = 17%	H = 25%	I = x
Structure: CN(CC(=O)Nc1ccc(F)c(F)c1F)C(=O)CN1C(=O)C2CCCCC2C1=O (stereo not given)
  A = 1%	B = 1%	C = 3%	D = 2%	E = 2%	F = -12%	G = 5%	H = 0%	I = -4%
Structure: CN(C1CCCCC1)S(=O)(=O)c1cccc(C#N)c1
  A = 5%	B = 9%	C = u	D = -1%	E = u	F = 0%	G = 0%	H = -7%	I = -88%[inhibitor]
Structure: CC(=O)Nc1ccc(Nc2ncnc3c2cnn3-c2ccccc2)cc1
  A = u	B = 0%	C = u	D = -8%	E = -1%	F = 18%	G = -1%	H = 4%	I = -2%
Structure: CCOc1ccc(C(C)NC(=S)NCc2ccc(Cl)cc2)cc1 (stereo not given)
  A = -8%	B = -3%	C = u	D = u	E = u	F = 5%	G = -14%	H = u	I = 7%
Structure: Cc1cc[n+](-c2[nH]c(=O)sc2/C=N/N=C(\[O-])c2ccncc2)cc1C
  A = 29%	B = -6%	C = 0%	D = 17%	E = -2%	F = 2%	G = 2%	H = 7%	I = -14%
Structure: Cn1c2ccccc2c2c(C(=O)N3CCN(c4cccc(Cl)c4)CC3)cn(C3CCCCC3)c(=O)c21
  A = 17%	B = x	C = 2%	D = x	E = -7%	F = 0%	G = x	H = u	I = x
Structure: O=C(NCCc1ccc(F)cc1)c1ccc2c(=O)n3c(nc2c1)CCC3
  A = u	B = -2%	C = -29%	D = -7%	E = -1%	F = -7%	G = -14%	H = 11%	I = 103%
Structure: COC(=O)C1=C(C)N(Cc2ccc(C)cc2)C(=O)/C1=C\c1ccc(O)c(OC)c1
  A = u	B = -15%	C = -17%	D = u	E = 3%	F = 13%	G = u	H = -19%	I = 1%
Structure: Cc1nc(SCC(=O)NCc2ccc3c(c2)OCO3)nc(C)c1C
  A = 13%	B = 5%	C = 1%	D = 2%	E = -3%	F = 8%	G = 16%	H = 10%	I = -8%
Structure: CN(C)S(=O)(=O)c1cccc(C(=O)NCCOC(=O)c2cc(F)c(F)cc2Cl)c1
  A = 3%	B = 13%	C = 0%	D = 2%	E = 0%	F = -19%	G = -13%	H = -2%	I = -4%
Structure: Cc1ccc(C(=O)c2c(C)oc3c2C(=O)C(=O)c2ccccc2-3)cc1
  A = 5.2µM*	B = -29%	C = u	D = u	E = 5µM*	F = u	G = u	H = u	I = 13µM*
Structure: COc1cc(C(=O)NC(=S)Nc2ccccc2[N+](=O)[O-])cc(OC)c1OC
  A = -16%	B = 15%	C = 1%	D = -16%	E = u	F = -8%	G = -13%	H = 5%	I = -15%

Entries shown so far with fluorine, in the order listed:
Letter code – A = KB-V1 cytotox; B = GLP-1R agonist; C = KB-3-1 cytotox; D = HT1080NT lethal; E = GLP1R cytotox; F = TDP43 rescue; G = HT1080 IDH1KD tx; H = GLP1R inv ag; I = SW480 rerep
Structure: Cc1cccc(NC(=O)c2ccc(F)c(S(=O)(=O)N3CCC4(CC3)OCCO4)c2)c1
  A = 7%	B = -6%	C = 0%	D = -19%	E = -4%&-4%	F = u	G = -16%	H = -24%&-24%	I = u
Structure: Cc1cc(C(F)(F)F)n2nc(-c3cnn(C)c3C(F)(F)F)cc2n1
  A = 0%	B = 16%	C = 2%	D = 7%	E = -4%	F = u	G = 5%	H = 3%	I = -1%
Structure: Cc1cccc(C)c1N1C(=O)c2ccccc2NC(=O)C1C(=O)NCCc1ccccc1F (stereo not given)
  A = -8%	B = x	C = -4%	D = 7%	E = -7%	F = -1%	G = 17%	H = 25%	I = x
Structure: CN(CC(=O)Nc1ccc(F)c(F)c1F)C(=O)CN1C(=O)C2CCCCC2C1=O (stereo not given)
  A = 1%	B = 1%	C = 3%	D = 2%	E = 2%	F = -12%	G = 5%	H = 0%	I = -4%
Structure: O=C(NCCc1ccc(F)cc1)c1ccc2c(=O)n3c(nc2c1)CCC3
  A = u	B = -2%	C = -29%	D = -7%	E = -1%	F = -7%	G = -14%	H = 11%	I = 103%
Structure: CN(C)S(=O)(=O)c1cccc(C(=O)NCCOC(=O)c2cc(F)c(F)cc2Cl)c1
  A = 3%	B = 13%	C = 0%	D = 2%	E = 0%	F = -19%	G = -13%	H = -2%	I = -4%

Source: PubChem BioAssay (National Center for Advancing Translational Sciences (NCATS))
